# Source: PubChem (several laboratories)
# NCOA1 inh – inhibits human SRC1 coactivator; Q15788; inhibition, % at 3.6 µM; actives 0.12% (n = 360,000); HEK293 GAL4-SRC1 luciferase reporter, luminescence;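 active means inhibition above the campaign mean plus 3 SD, with each screening campaign given its own cutoff, cut at about 60% in these data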;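 further: 0% = DMSO treated cells and 100% = gossypol at 36 µM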
# NCOA3 inh – inhibits human SRC3 coactivator; AID 588352; actives 0.17% (n = 360,000); inhibition, % at 3.6 µM; HEK293 GAL4-SRC3 luciferase reporter, luminescence;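 active means inhibition above a per-campaign cutoff, the mean of all compounds plus 3 SD, cut at about 60% in these data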;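 further: 0% = DMSO-treated cells and 100% = gossypol-treated cells at 36 µM; higher means less SRC3-driven luciferase light from the GAL4 reporter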
# NR5A2 inv ag – suppresses constitutive activity of human LRH-1. inhibition, % at 3.6 µM. AID 602396. HEK293T StAR-luciferase reporter, LRH-1 transfected, 24 h. O00482. actives 0.13% (n = 360,000);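 active means inhibition above the mean inhibition of all tested compounds plus 3 SD, cut at about 73% in these data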;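 further: 0% = DMSO wells and 100% = reporter-only cells lacking LRH-1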
# Target sequence (O00482 whole entry, looked up): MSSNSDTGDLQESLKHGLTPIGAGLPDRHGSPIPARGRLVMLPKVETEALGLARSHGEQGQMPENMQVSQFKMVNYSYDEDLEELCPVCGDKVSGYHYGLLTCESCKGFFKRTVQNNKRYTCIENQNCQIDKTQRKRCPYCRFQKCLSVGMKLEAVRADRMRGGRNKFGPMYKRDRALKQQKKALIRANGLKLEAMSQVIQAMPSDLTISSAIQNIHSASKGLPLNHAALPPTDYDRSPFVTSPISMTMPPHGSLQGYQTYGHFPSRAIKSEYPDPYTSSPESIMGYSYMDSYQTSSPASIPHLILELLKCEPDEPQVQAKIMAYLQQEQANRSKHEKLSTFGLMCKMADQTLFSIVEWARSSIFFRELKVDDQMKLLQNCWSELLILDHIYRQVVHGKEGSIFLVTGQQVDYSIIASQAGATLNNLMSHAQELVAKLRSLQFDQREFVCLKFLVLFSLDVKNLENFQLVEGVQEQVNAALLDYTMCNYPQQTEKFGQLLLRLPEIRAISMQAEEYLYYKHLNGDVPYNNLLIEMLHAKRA
# EBV LMP1 NFkB – reduces LMP1-driven NF-kappaB luciferase signal; AID 504558; LMP1-induced NF-kappaB luciferase reporter cells, luminescence; actives 0.69% (n = 350,000); inhibition, % at 12.5 µM; in the data active means inhibition above about 41%;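 further: 0% = neutral control wells and 100% = reference inhibitor control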
# C8 TRAIL sens – caspase-8 TRAIL sensitization. actives 1% (n = 360,000). AID 624354. inhibition (viability loss, TRAIL sensitization), % at 10 µM. NB7+C8 cells + TRAIL, ATPlite viability luminescence;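 active means compounds causing at least 50% loss of cell viability in the single-dose screen, relative to plate controls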
# CF NFkB inh – blocks PAF-induced NF-kB reporter in cystic fibrosis cells; KKLEB NF-kB-GFP reporter, GFP fluorescence overnight; inhibition, % at 5 µM; actives 0.86% (n = 360,000);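 active means at least 50% inhibition at 5 µM, scaled per plate between neutral and stimulator controls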;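 further: PAF is a Pseudomonas aeruginosa culture filtrate used as stimulus; plate controls were PAF-stimulated DMSO wells for no effect and unstimulated DMSO wells for full effect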
# TROY signal inh – inhibitors of TROY-dependent NF-kB signaling | Q293 LMP1-TROYcd NF-kB luciferase reporter, 4 h | inhibition, % at 10 µM | actives 0.98% (n = 360,000) | AID 1347056;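 active means compounds whose plate-normalised and pattern-corrected inhibition of the luciferase reporter signal at the single screening dose is 50% or more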
# KKLEB cytotox – counter-screen for CF NF-kB inhibitors: cytotoxicity; KKLEB CF airway cells viability, ATPlite luminescence, overnight; active compounds read low; cells stimulated with P. aeruginosa culture filtrate; activity change (cytotoxicity), % at 5 µM; actives 0.36% (n = 360,000); AID 602141;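 active means corrected activity change at or below -50% at 5 µM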
# NR2F2 inh – blocks human COUP-TFII nuclear receptor; actives 0.7% (n = 370,000); P24468; HEK293T NGFI-A luciferase reporter, luminescence; inhibition, % at 8.6 µM;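 active means inhibition above a per-plate cutoff, mean inhibition of test wells between control levels plus 3 SD, cut at about 38% in these data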;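 further: cells cotransfected with COUP-TFII expression vector driving the NGFI-A reporter; 0% = median of COUP-TF2 test wells and 100% = reporter-only cells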
# Target sequence (P24468 whole entry, looked up): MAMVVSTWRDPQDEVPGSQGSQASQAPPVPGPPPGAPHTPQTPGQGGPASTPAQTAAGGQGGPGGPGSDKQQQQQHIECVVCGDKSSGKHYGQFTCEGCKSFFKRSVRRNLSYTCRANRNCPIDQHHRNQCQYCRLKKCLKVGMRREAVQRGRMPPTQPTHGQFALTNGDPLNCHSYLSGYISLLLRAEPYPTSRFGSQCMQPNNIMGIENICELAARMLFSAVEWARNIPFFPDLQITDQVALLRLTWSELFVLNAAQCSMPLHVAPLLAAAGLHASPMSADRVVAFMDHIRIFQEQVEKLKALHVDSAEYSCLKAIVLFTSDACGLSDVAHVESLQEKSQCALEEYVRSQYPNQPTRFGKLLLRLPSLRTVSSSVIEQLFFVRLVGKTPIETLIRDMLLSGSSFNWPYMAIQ
# SRC2 inh – human SRC2 (NCOA2) inhibition; Q15596; HEK293 GAL4-SRC2 luciferase reporter, luminescence; inhibition, % at 9 µM; actives 0.17% (n = 370,000); AID 651957;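 active means inhibition above the mean inhibition of all tested compounds plus 3 SD, set per campaign, cut at about 52% in these data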;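 further: 0% = DMSO treated cells and 100% = cells given Gossypol at 36 µM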
# TWEAK-Fn14 inh – TWEAK-Fn14 signaling inhibition; inhibition, % at 10 µM; AID 1159606; actives 2% (n = 360,000); TWEAK-stimulated Fn14 reporter cells, luciferase luminescence, 8 h; in the data active means inhibition above about 50%
# * marks the source's active call; other numbers are inactive results; . = not tested or not shown.
SMILES,NCOA1 inh,NCOA3 inh,NR5A2 inv ag,EBV LMP1 NFkB,C8 TRAIL sens,CF NFkB inh,TROY signal inh,KKLEB cytotox,NR2F2 inh,SRC2 inh,TWEAK-Fn14 inh
O=C(OCC(=O)N(CCc1ccccc1)Cc1ccccc1)c1ccc(F)c(S(=O)(=O)N2CCOCC2)c1,2,0,0,5,-6,-4,2,4,-1,8,-8
Cc1ccc(/C=N/NC(=O)c2nnn(-c3nonc3N)c2CN(C)C)o1,4,-6,-2,-3,-5,16,0,-1,1,1,-9
CCOc1ccccc1NC(=O)CCS(=O)(=O)c1ccc2c(c1)CC(C)N2C(C)=O (stereo unspecified),-16,11,2,-3,-7,5,-7,-13,-8,-12,-5
O=C(CSc1nnc(-c2ccccc2Cl)n1Cc1ccco1)Nc1ccc2c(c1)OCCO2,4,17,7,-3,0,-9,41,5,-6,-1,18
C[C@@H]1CCCCO[C@H](CN(C)Cc2ccc(C(=O)O)cc2)[C@@H](C)CN([C@H](C)CO)C(=O)c2cc(N(C)C)ccc2O1,14,-2,3,-1,-2,2,16,-5,-10,-10,0
O=C(COC(=O)CC1c2ccccc2CCN1S(=O)(=O)c1ccccc1)Nc1ccccc1 (stereo unspecified),-8,3,5,1,18,5,-1,0,8,7,2
O=C(c1cc2c(=O)n3ccccc3nc2s1)N1CCN(c2cccc(Cl)c2)CC1,-1,0,-6,-4,-8,-9,-22,-2,-21,-13,-10
CSCC(O)Cn1[nH]c(=O)c2cc(Cl)c(Cl)cc2c1=O (stereo unspecified),12,21,11,-4,-3,-6,-3,-9,-7,-14,-16
CCOC(=O)N1CCN(C(=O)C2CCCN(S(=O)(=O)c3ccccc3)C2)CC1 (stereo unspecified),-10,-38,21,-1,-16,6,-26,4,5,-9,-13
O=C(CSc1nc2ccccc2c(=O)n1CCCN1CCOCC1)Nc1ccc2c(c1)OCO2,-7,-13,21,1,-3,-5,-10,5,-8,-33,-4
O=S(=O)(/N=C(/Nc1cccc2ccccc12)c1ccc(F)cc1)c1ccccc1,-9,-4,3,-7,-2,2,3,6,-13,-13,2
CCOc1ccc(Nc2nc(N)c([N+](=O)[O-])c(N3CCOCC3)n2)cc1,8,3,19,7,-6,10,4,-8,-22,8,11
Cc1ccc(C(C(=O)NCC2CCCO2)N(C(=O)c2snc(C(N)=O)c2N)c2ccc3c(c2)OCCO3)cc1 (stereo unspecified),5,-13,1,2,-11,-10,-16,11,1,6,-3
O=C(c1ccc(F)cc1)N1CCCC(c2nc(-c3cccs3)no2)C1 (stereo unspecified),2,-8,-19,-5,-2,1,3,6,-18,-9,5
COc1ccc(C2CCc3cc(OC)c(OC)cc3C2NC=O)cc1OC (stereo unspecified),5,-17,-18,2,10,-11,-6,-1,5,0,-12
O=C1CCCN1CCCNCC(O)c1ccccc1 (stereo unspecified),-99,0,-2,-1,6,6,11,0,0,3,10
O=C(Nc1ccc2c(c1)OCO2)N1CCN(c2ncc(C(F)(F)F)cc2Cl)CC1,0,-1,-32,7,9,-7,8,-12,-1,2,22
COC(=O)c1ccccc1N=NNc1ccc([N+](=O)[O-])cc1,-36,-43,-29,-16,-2,-8,-79,2,2,20,-49
Cc1ccc(OC(=O)CCC(=O)N2CCc3ccccc32)cc1,1,2,9,-8,-10,-4,4,10,-1,-22,11
Cc1ccc(C(=O)Nc2ccc(N3CCCC3)cc2)c(C)c1,-20,-2,-12,2,6,6,37,0,-1,7,-29
CCSc1nsc(NC(=O)Nc2cccc(F)c2)n1,22,45,23,25,47,33,48,-44,34,10,55*
c1csc(-c2nc(CN3CCSCC3)cs2)c1,-60,-55,-81,30,31,3,15,-22,-23,0,60*
CCOC(=O)C1(Cc2cccc(Cl)c2)CCCN(C(=O)C(C)(C)C)C1 (stereo unspecified),-44,-8,-33,-4,3,4,-24,-8,-2,-7,-13
Cc1ccc2nc(C(=O)N3CCCC(Nc4ccc(F)cc4)C3)cn2c1 (stereo unspecified),-30,-8,-22,-5,-2,27,-23,-13,-19,-56,-47
COc1ccc(CNC(=O)C(OC(=O)c2ccco2)c2ccccc2F)cc1 (stereo unspecified),-8,-14,-7,-8,-22,-5,2,-2,-11,-1,-5
CC(OC(=O)C1=NNC(=O)CC1)C(=O)Nc1ncc(Cl)cc1Cl (stereo unspecified),-1,15,-7,-2,-1,-11,-10,16,6,3,-33
COc1ccc(C(=O)NCc2cnn(C)c2C)cc1OC1CCN(C(C)C)CC1,6,-4,6,9,-4,-14,10,6,1,-20,1
Cc1ccc(C(=O)NNS(=O)(=O)c2ccccc2[N+](=O)[O-])cc1,-26,15,-3,7,0,-5,-11,4,6,-7,0
COc1ccccc1-n1c(SCC(=O)NCc2ccc3c(c2)OCO3)nc2cc([N+](=O)[O-])ccc21,6,-3,4,-5,-5,3,14,-4,5,-10,13
Oc1ccc(/C=N/n2c3ccccc3c3ccccc32)cc1,-1,11,-8,-10,10,-20,1,8,-6,0,-5

# 3 structures out of the list, arranged by length of the SMILES, ascending:
SMILES,NCOA1 inh,NCOA3 inh,NR5A2 inv ag,EBV LMP1 NFkB,C8 TRAIL sens,CF NFkB inh,TROY signal inh,KKLEB cytotox,NR2F2 inh,SRC2 inh,TWEAK-Fn14 inh
CCSc1nsc(NC(=O)Nc2cccc(F)c2)n1,22,45,23,25,47,33,48,-44,34,10,55*
CC(OC(=O)C1=NNC(=O)CC1)C(=O)Nc1ncc(Cl)cc1Cl (stereo unspecified),-1,15,-7,-2,-1,-11,-10,16,6,3,-33
Cc1ccc(C(=O)NNS(=O)(=O)c2ccccc2[N+](=O)[O-])cc1,-26,15,-3,7,0,-5,-11,4,6,-7,0

# The results go on.
SMILES,NCOA1 inh,NCOA3 inh,NR5A2 inv ag,EBV LMP1 NFkB,C8 TRAIL sens,CF NFkB inh,TROY signal inh,KKLEB cytotox,NR2F2 inh,SRC2 inh,TWEAK-Fn14 inh
Cc1ccc(C)c(C(=O)CCC(=O)O)c1,14,-10,-6,5,-16,-15,27,-7,-2,11,8
COc1ccc(CN(C(=O)c2cnccn2)C(C(=O)NC(C)(C)C)c2cc(OC)c(OC)c(OC)c2)cc1 (stereo unspecified),-6,-19,5,4,-14,24,-2,-39,1,-5,-13
CN(CC(=O)Nc1ccccc1Cl)C(=O)c1cccc(S(=O)(=O)N2CCN(c3ccc(F)cc3)CC2)c1,4,11,28,20,21,-11,4,9,30,19,-5
CCC(CO)N=CC1=C(O)CC(C)(C)CC1=O (stereo unspecified),8,22,16,0,2,14,0,-5,-9,-7,1
Cc1n(-c2ccccc2)c2ccc(Cl)cc2[n+]1CCO,11,1,-6,-4,-2,3,-8,7,10,-21,-3
COC(=O)C(C)N1C(=O)S/C(=C\c2ccc(-c3ccc(C(=O)O)cc3C)o2)C1=O (stereo unspecified),-27,-20,-70,-12,-10,5,-22,7,-21,-63,-4
Clc1ccc(Nc2nc(N3CCOCC3)nc(N3CCOCC3)n2)cc1Cl,-1,0,8,-26,29,25,-3,-22,7,-14,-14
CCS(=O)(=O)N1CCCC(C(=O)NCc2cccnc2)C1 (stereo unspecified),-52,0,2,3,-9,-3,7,8,-11,-4,-4
O=C(CN(C(=O)c1csnn1)c1ccc2c(c1)OCCO2)NCc1ccc(F)cc1,-9,-4,-22,-10,-2,7,-3,-13,16,2,4
Cc1ccc(C(=O)NCc2ccc3c(c2)OCO3)cc1N1CCCC1=O,-17,-3,-4,-1,11,-2,-1,16,-4,-22,-11
O=C(NC1(C(F)(F)F)NC(=O)N(Cc2cccnc2)C1=O)c1ccccc1Cl (stereo unspecified),-9,10,-3,-4,-17,7,2,1,3,8,9
CCOC(=O)c1c(C)n(C)c2cc(CN(C)C)c(O)c(S(=O)(=O)c3ccccc3)c12,4,10,15,-11,4,-6,-2,2,-2,10,-3
N#Cc1c(C(F)(F)F)cc(-c2cccc(Cl)c2)[nH]c1=O,-4,-5,8,1,0,16,33,-13,-14,-14,-12
O=S1(=O)CC(N2CC=CC2)CN1Cc1cn(Cc2ccccc2)nn1 (stereo unspecified),.,.,-2,.,12,.,1,.,4,-21,17
CCC(Sc1ncccc1C(=O)Oc1cccc([N+](=O)[O-])c1)C(=O)Nc1ccccc1OC (stereo unspecified),18,13,-1,6,16,12,-9,10,-1,8,21
O=c1[nH]c(-[n+]2ccccc2)c(/C=N/N=C(\[O-])c2ccccc2)s1,-13,-21,-51,-3,7,-3,1,-4,-9,4,-13
COc1ccc(OC)c(NS(=O)(=O)c2ccc(Cl)nc2)c1,0,-3,-4,-6,-9,-3,26,5,-17,-6,6
O=C(Nc1ncccn1)c1ccc(Cl)c([N+](=O)[O-])c1,3,22,8,18,-5,-16,-6,10,20,13,13
O=C(NCCCN1CCOCC1)c1[nH]c(C(F)(F)F)nc1-c1ccccc1,20,10,7,.,-14,2,5,-13,-8,13,2
Cc1ccc(C)c(OCCC(=O)OCC(=O)Nc2cccc(S(=O)(=O)N3CCCC3)c2)c1,-13,-25,-1,2,2,-16,10,8,5,2,-12
CC1=C(C(=O)N2CCOCC2)CC(CC(=O)NC2CC2)C(=O)N1Cc1ccc(C(C)(C)C)cc1 (stereo unspecified),-4,-6,2,-6,-2,16,-13,-7,-9,17,12
Cc1ccc(NC(=O)c2cnccn2)cc1C,-85,-94,-91,-1,5,19,-37,1,-26,-73,0
O=C(Nc1nc2ccccc2s1)c1ccc(Cl)s1,-194,-123,-159,-49,40,-32,-29,8,-28,-56,13
Fc1ccc(C[n+]2csc3ccccc32)cc1,-10,-1,29,-21,-5,-8,-10,16,3,-17,-16
Cc1ccc(-c2csc(N=C(N)N)n2)cc1,-13,-30,-47,-1,8,-12,-45,10,-22,-13,-12
C=CCOC(=O)C1=C(C)NC(=O)NC1c1ccc(Cl)cc1 (stereo unspecified),2,-2,24,3,-9,-4,-12,2,3,15,-6
CC(=O)N1CCN(c2nnc(-c3ccc(C)cc3)c3ccccc23)CC1,-12,-6,-3,-9,-4,8,52*,2,-15,17,1
Cc1ccc(S(=O)(=O)N2C[C@H]3N(C(=O)OC(C)C)N(C(=O)OC(C)C)C[C@H](OC(=O)NC4CCCC4)[C@@]3(O)C2)cc1,-2,2,-9,-6,9,18,-4,-2,1,10,30
COc1ccc(NC(=O)c2ccc(Br)o2)c([N+](=O)[O-])c1,-37,-31,-58,-6,8,0,-40,-9,-16,-18,-8
Cc1[nH]c2ccc(F)cc2c1CCN(Cc1cccnc1)C(=S)NC(C)(C)C,4,6,11,-7,1,12,-4,-2,4,26,-4
CC1CN(Cc2nc3c(c(=O)n(C)c(=O)n3C)n2CCCc2ccccc2)CC(C)O1 (stereo unspecified),3,2,6,-1,4,12,32,14,18,-20,-5
Cn1cc(CN2CCC(C(=O)Nc3cccc(-c4cscn4)c3)CC2)cn1,-5,15,12,-3,-10,7,-2,3,5,-5,-10
COc1ccccc1NC(=O)CSc1nnnn1-c1ccc2c(c1)OCO2,13,-1,9,1,-25,-8,-16,5,15,9,12
CCCNC(=O)C1(C)CCCN(C(=O)C(c2ccccc2)c2ccccc2)C1 (stereo unspecified),-16,11,17,.,-11,4,-11,-2,10,-18,-4
Cc1cc(C)c(C(=O)OCc2csc(CC(=O)Nc3ccccc3C)n2)c(C)c1,-21,-1,-2,2,-15,-8,-11,-7,5,8,-17

# Not a hit list, and some 4.2% of all compounds hit somewhere here.
